# Screens (PubChem)
# TRb-SRC2 inh = TRbeta-SRC2 interaction inhibition | TRbeta-SRC2 peptide binding, fluorescence polarization; receptor liganded with 1 µM T3 | actives 0.065% (n = 280,000) | Potency, µM (doses to about 106 µM), inactives show at the top dose activity change, negative = inhibition, actives largely listed as inhibitors;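 also: plate controls were bound peptide for no effect and peptide without receptor for full effect; nearly all actives have a fitted effect of over 50% in size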
# Target sequence (P10828 whole entry, looked up): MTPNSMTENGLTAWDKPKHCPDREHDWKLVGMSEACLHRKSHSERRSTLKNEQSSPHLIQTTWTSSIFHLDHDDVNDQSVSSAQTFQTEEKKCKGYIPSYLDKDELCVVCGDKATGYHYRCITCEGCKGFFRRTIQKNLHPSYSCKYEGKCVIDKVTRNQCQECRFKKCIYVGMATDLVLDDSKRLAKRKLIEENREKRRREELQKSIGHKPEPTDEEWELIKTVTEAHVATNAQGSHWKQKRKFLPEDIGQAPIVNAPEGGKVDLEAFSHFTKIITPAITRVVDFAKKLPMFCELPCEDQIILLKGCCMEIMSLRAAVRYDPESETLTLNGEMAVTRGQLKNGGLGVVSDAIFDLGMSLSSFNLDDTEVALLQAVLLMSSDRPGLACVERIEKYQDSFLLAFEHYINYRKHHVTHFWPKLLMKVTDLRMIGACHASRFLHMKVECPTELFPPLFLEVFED
#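 Assay buffer: 20 mM Tris-HCl, 100 mM NaCl, 10% glycerol, 1 mM EDTA, 0.01% NP-40, 1 mM DTT, 1 uM T3, 5% DMSO; TRb LBD 0.6 uM, Texas Red SRC2 20 nM; FP after 5 hr.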
# Tau FP inhib = blocks human tau fibril formation measured by polarization | Potency, µM (series often up to 57.7 µM), inactives show at the top dose activity, negative = inhibition, usual class: inhibitors | AID 1468 | actives 0.39% (n = 280,000) | P10636 | K18 P301L tau heparin fibrillization, Alexa594 FP, 6 h; also: nearly all actives have a fitted effect of over 55% in size
# Target sequence (P10636 561-689 P618L limits assumed): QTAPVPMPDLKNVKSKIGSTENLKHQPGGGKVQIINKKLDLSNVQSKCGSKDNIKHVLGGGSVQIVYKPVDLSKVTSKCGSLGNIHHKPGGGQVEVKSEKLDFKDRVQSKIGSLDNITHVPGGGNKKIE
#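 Human K18 P301L fragment (15 uM unlabeled plus 0.24 uM Alexa 594-labeled) in 100 mM sodium acetate pH 7 with compound, aggregation induced by 20 uM heparin for 6 hr at 37 C. ThT (30 uM) added for 1 hr, then Alexa 594 FP read.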
# L3MBTL1 block = blocks human L3MBTL1 | AlphaScreen L3MBTL1–H3K9me1 peptide binding | Potency, µM (top dose mostly 57.1 µM), inactives show at the highest dose activity, negative = inhibition, most hits filed as inhibitors | actives 0.66% (n = 230,000) | Q9Y468 | AID 485360; also: nearly all actives have a fitted effect of over 60% in size
#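 AlphaScreen proximity signal between nickel-chelate acceptor and streptavidin donor beads (final 10 ug/mL) reports binding of 50 nM L3MBTL1 to 75 nM biotin-H3 K9me1 peptide; complex incubated with compounds 30 min at room temperature; cefsulodin titration as control.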
# ALDH1A1 block = blocks purified human ALDH1A1 activity; Potency, µM (series often up to 75.3 µM), inactives show top-dose activity, negative = inhibition, usual class: inhibitors; Purified ALDH1A1, NADH fluorescence, propionaldehyde substrate; P00352; actives 7.3% (n = 220,000); active = well fitted inhibition curve with a large enough effect, not every such curve was filed as active; inconclusive = small, poorly fitted or top-dose-only effect, or another doubt; inactive = no such curve, though single readings can be large or run the other way;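 also: plate controls were no enzyme wells and a reference inhibitor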
# Target sequence (P00352 whole entry, looked up): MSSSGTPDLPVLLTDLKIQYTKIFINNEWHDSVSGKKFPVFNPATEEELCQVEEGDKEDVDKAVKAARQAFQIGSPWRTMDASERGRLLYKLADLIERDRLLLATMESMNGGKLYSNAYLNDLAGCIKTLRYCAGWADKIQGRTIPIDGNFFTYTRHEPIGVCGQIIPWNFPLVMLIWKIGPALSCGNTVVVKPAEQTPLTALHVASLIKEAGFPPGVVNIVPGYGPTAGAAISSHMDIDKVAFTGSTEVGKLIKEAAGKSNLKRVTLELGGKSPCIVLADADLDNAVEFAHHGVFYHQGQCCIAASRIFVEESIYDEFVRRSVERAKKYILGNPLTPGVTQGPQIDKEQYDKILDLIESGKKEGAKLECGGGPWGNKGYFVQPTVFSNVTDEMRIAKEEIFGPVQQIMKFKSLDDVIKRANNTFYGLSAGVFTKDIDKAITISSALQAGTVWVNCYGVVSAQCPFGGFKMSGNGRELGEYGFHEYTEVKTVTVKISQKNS
# GLA spleen mod = inhibits or activates alpha-galactosidase in human spleen homogenate | P06280 | human spleen homogenate, 4MU-alpha-Gal fluorescence, 40 min | Potency, µM (series often up to 80 µM), for inactives: at the highest dose activity change, negative = inhibition, most hits filed as inhibitors | actives 0.008% (n = 240,000) | AID 2107;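 also: 0% = enzyme with vehicle and -100% = no enzyme basal signal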
#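 Spleen homogenate 1 ug + cpd (titration) + 4-MU-alpha-D-galactopyranoside 1 mM; 37C 40 min; 50 mM citrate/phosphate pH 5.0, 0.01% Tween-20; stop pH 10; fluorescence 365/440; AC50 via Hill.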
# Tau ThT inhib = inhibitors of human tau fibril formation, thioflavin T binding; P10636; recombinant tau K18 P301L, heparin-induced fibrillization, ThT fluorescence; Potency, µM (series often up to 57.4 µM), for inactives: at the highest dose activity, negative = inhibition, usual class: inhibitors; actives 2.1% (n = 270,000); AID 1460; also: nearly all actives have a fitted effect of over 55% in size
#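 Tau K18 P301L fragment (15 uM unlabeled plus 0.24 uM Alexa 594-labeled) in 100 mM sodium acetate pH 7 with compound, fibrillization induced by 20 uM heparin for 6 hr at 37 C. Thioflavin T (30 uM) added, fluorescence read after 1 hr (ex 450, em 510 nm).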
# TR SRC2 fluor cs = Texas Red fluorescence interference in TRb-SRC2 counter-screen. TRb/SRC2 Texas Red total fluorescence interference. Potency, µM (series often up to 106 µM), for the others: top-dose fluorescence change, negative = quenching. actives 0.29% (n = 280,000). AID 1479; active = well fitted curve in either direction with a large enough effect; inconclusive = small, poorly fitted or top-dose-only effect
#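 Flags fluorescent or light-absorbing compounds by total fluorescence, S + 2P, at 555 nm excitation and 632 nm emission. Mixture: 20 nM Texas Red SRC2 peptide, 0.6 uM human TRb LBD, 1 uM T3, 5% DMSO; compound exposure 5 h at ambient temperature.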
# Tau fluor counter = counter-screen for tau fibril formation inhibitors; tau K18 P301L Alexa594 fluorescence, heparin fibrillization; Potency, µM (highest dose often 57.7 µM), inactives show at the highest dose activity change, negative = decrease; AID 1463; actives 0.93% (n = 280,000); also: nearly all actives have a fitted effect of over 55% in size
#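 Human tau K18 P301L (15 uM unlabeled, 0.24 uM Alexa 594-labeled) in 100 mM sodium acetate pH 7 with 20 uM heparin, 6 hr at 37 C. ThT 30 uM added, 1 hr ambient; Alexa 594 FP and total fluorescence read at 555/632 nm.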
# * hit, by the source's call; ? = inconclusive; · = not tested or not shown; [ ] = remark or other dose. Unless noted, calls follow the shape of the dose curve; as a rule, active = well fitted curve in the direction sought with a large enough effect; inconclusive = small, poorly fitted or top-dose-only effect, or another doubt; inactive = no such curve, though single readings can be large; an effect the other way counts as inactive or inconclusive. Unless noted, % is scaled to controls: 0 for no effect and ±100 for the full control effect; potency is read from the fitted curve at half-maximal effect.
SMILES,TRb-SRC2 inh,Tau FP inhib,L3MBTL1 block,ALDH1A1 block,GLA spleen mod,Tau ThT inhib,TR SRC2 fluor cs,Tau fluor counter
O=C(C1CCCO1)N1CCN(c2ccc(F)cc2)CC1 (stereo not given),3%,-12%,-3%,-5%,4%,-18%,-3%,-13%
Cc1ccc(CNCc2c(C(=O)O)n(Cc3ccc(C)cc3)c3cc(C)ccc23)cc1,1%,1%,·,·,·,-13%,0%,-14%
Cn1c(SCC(=O)N/N=C/c2cc([N+](=O)[O-])ccc2O)nnc1-c1ccccc1,-7%,10%,·,·,7%,·,-1%,4%
Cc1cc(N)n2nc(C)c(-c3ccccc3)c2n1,-27%,12%,8%,3%,-2%,-6%,0%,-9%
COc1ccc(C(=O)CC(c2ccccc2)S(=O)(=O)c2ccc(C)cc2)cc1 (stereo not given),-6%,-3%,1%,4%,2%,-9%,-1%,1%
CC(=O)N1CCCc2cc(S(=O)(=O)N3CCCC(C(=O)N4CCN(c5ccccc5F)CC4)C3)ccc21 (stereo not given),0%,9%,·,·,·,1%,-11%,8%
CC(C)(C)N1CCC1C(N)=O (stereo not given),-5%,-3%,48%[activator],·,19%,-8%,-8%,-8%
COc1ccc(C(CNC(=O)c2ccc(C)c(S(=O)(=O)N3CCCCC3)c2)N(C)C)cc1OC (stereo not given),-8%,-2%,-5%,3%,7%,-3%,-3%,-6%
Cc1nnc(SCc2ccc(Cl)cc2)c2cc3occc3n12,3%,?,·,·,·,?,-1%,-25%
CCCOc1ccc(S(=O)(=O)NCCN2CCOCC2)c2ccccc12,0%,3%,·,-10%,0%,-9%,0%,1%
Cc1ccc(NC(=O)CO/N=C(\N)c2nonc2N)cc1C,-2%,-1%,10%,?,2%,-5%,1%,-4%
O=S(=O)(Nc1cccc2nsnc12)c1ccccc1,-5%,-13%,·,0%,-5%,?,1%,-13%
CC(C)c1ccc(/C=C(\C#N)c2nc(-c3cc4ccccc4oc3=O)cs2)cc1,-9%,?,·,·,·,?,-5%,-16%
Cn1cnnc1SCC(=O)Nc1c(F)cc(F)cc1Br,0%,-9%,·,15%,0%,-6%,-4%,-6%
CN=C1SC(CC(=O)Nc2cccc(Cl)c2Cl)C(=O)N1C (stereo not given),-5%,5%,4%,11%,2%,-8%,4%,-2%
COC(=O)C1=C(C)NC2=C(C(=O)CCC2)C1c1cn(Cc2ccc(Br)cc2)nc1-c1ccccc1 (stereo not given),-10%,1%,7%,?,6%,-11%,-1%,-24%
Cn1nnnc1-c1cc(Cl)cc(Cl)c1,-8%,0%,·,8%,-2%,-9%,0%,-1%
COc1ccccc1Nc1nc(-c2cccc([N+](=O)[O-])c2)nc2ccccc12,-5%,-7%,-7%,?,19%,-9%,-1%,?
Cc1ccc(N2CCN(C(=O)c3c4c(nc5ccccc35)C(=O)N(C3CCCCC3)C4)CC2)c(C)c1,-1%,-3%,·,·,·,?,-1%,-10%
CS(=O)(=O)N1CCN(C(=O)c2csc3ccccc23)CC1,-19%,7%,1%,-12%,6%,4%,0%,2%
CCC(=O)N1CCc2cc(S(=O)(=O)CCC(=O)NCCc3ccc(OC)c(OC)c3)ccc21,6%,5%,-10%,9%,4%,1%,0%,4%
O=C(Cc1ccccc1)Nc1sc2c(c1C(=O)Nc1ccccc1Cl)CCC2,-2%,-4%,·,·,·,-3%,5%,-10%
Cc1sc2nc(SCC(=O)NCc3ccco3)n(CCc3ccccc3)c(=O)c2c1C,-6%,-2%,-13%,?,-4%,-6%,0%,-2%
CCOC(=O)CNc1oc(-c2ccccc2)nc1-c1ccccc1,11%,0%,·,-1%,-8%,-7%,-3%,-6%
CC(C)(C)NC(=O)NC(=O)CN1CCN(c2cccc(Cl)c2)CC1,6%,0%,·,·,3%,-9%,3%,-18%
# Later entries
SMILES,TRb-SRC2 inh,Tau FP inhib,L3MBTL1 block,ALDH1A1 block,GLA spleen mod,Tau ThT inhib,TR SRC2 fluor cs,Tau fluor counter
CCOCCCNc1nc(C)nc2c1nnn2Cc1c(F)cccc1Cl,-10%,1%,18%,8.9µM*,5%,-3%,-1%,-5%
COC(=O)c1cccc(NC(=S)NCc2ccc(Cl)cc2)c1,4%,?,4%,-14%,3%,-7%,-2%,?
Cc1ccc(NC(=O)c2ccc(NC(=O)N3CCSc4nc(C)cc(C)c43)cc2)c(Cl)c1,1%,1%,·,·,·,6%,-4%,5%
CCOC(=O)C1=C(c2ccccc2)NC(SCC)=C(C#N)C1c1cccnc1 (stereo not given),3%,2%,2%,1%,-1%,-15%,2%,-15%
COc1ccc(C(=S)N2CCNCC2)cc1,3%,-2%,·,-1%,2%,-10%,-1%,-4%
Clc1ccc(Cn2cccc2C2=NCCO2)cc1,5%,-1%,-8%,2%,6%,0%,1%,-6%
CC(=O)N1CCN(c2nc(N)c(C#N)c(CC#N)c2C#N)CC1,-3%,2%,-2%,1%,8%,-7%,0%,1%
c1ccc(-c2ccccc2OCCn2cncn2)cc1,6%,4%,36%,-10%,0%,5%,-2%,3%
CC1(C(=O)Nc2nccs2)Cc2ccccc2C(=O)O1 (stereo not given),-3%,4%,0%,9%,-8%,-6%,0%,4%
COc1ccc(/C=C/CN2CCN(Cc3ccccc3)C(CCO)C2)cc1 (stereo not given),2%,-11%,-7%,-4%,0%,-10%,4%,-9%
Cc1ccc(S(=O)(=O)NC2=NCN(C3CCCCC3)CN2)cc1,5%,-1%,3%,-7%,6%,-1%,-7%,-4%
O=C(/C=C/c1ccoc1)c1ccccc1O,-4%,-4%,-13%,?,9%,?,-2%,-10%
Cc1nc2ccccc2c(=O)n1/N=C/c1ccc2ccccc2c1O,4%,-2%,32µM*,·,-2%,?,-2%,?
COc1ccccc1CN1C[C@@H]2C[C@@H](c3cccc(C)n3)N3CCC[C@@]23C1=O,6%,?,4%,4%,-4%,-2%,-2%,12%
COc1cccc(NC(=O)CSc2nc(=O)n(Cc3ccco3)c3c2CCC3)c1,-4%,-5%,·,·,·,5%,1%,-5%
O=C(Cn1cnc2ccccc2c1=O)c1ccccc1,-8%,-2%,4%,-4%,-2%,-4%,-4%,-7%
CC(C)CN(/C=N/c1sc2c(c1C#N)CCCCC2)CC(C)C,0%,0%,·,?,-5%,?,-6%,-23%
CCc1ccc(C2Sc3ccccc3NC3=C2C(=O)c2ccccc23)cc1 (stereo not given),-2%,?,·,·,·,?,-2%,2.5µM*[quencher]
O=C(COc1ccccc1)Nc1ccc2c(c1)nc1n2CCOC1,0%,-6%,0%,2%,-6%,?,-2%,-4%
COc1cccc(NC(=O)c2ccc3nc(CCc4ccccc4)oc3c2)c1,6%,-15%,·,·,·,-16%,1%,-26%
CCN(CC)S(=O)(=O)c1ccc(C(=O)Nc2nnc(C(C)C)s2)cc1,2%,0%,-8%,?,2%,4%,0%,-4%
N/C(=N\c1nc2c(c(=O)[nH]1)CCC2)Nc1cccc2ccccc12,3%,-1%,-1%,2%,5%,8%,-1%,5%
CCN(CC)c1ccc(C2C3CCCCC3(O)CCN2C(=O)c2cccs2)cc1 (stereo not given),-1%,12%,?,?,-1%,-6%,0%,-11%
COCCCNC(=O)CCc1nc2cccnc2n1Cc1ccccc1,11%,2%,0%,-8%,-10%,-2%,0%,-1%
CCS(=O)(=O)Nc1c(C)n(C)n(-c2ccccc2)c1=O,-1%,-1%,·,8%,1%,-16%,-2%,-5%
# More structures:
SMILES,TRb-SRC2 inh,Tau FP inhib,L3MBTL1 block,ALDH1A1 block,GLA spleen mod,Tau ThT inhib,TR SRC2 fluor cs,Tau fluor counter
O=C1CC(c2ccccc2)CC(O)=C1C=NCC1CCCO1 (stereo not given),5%,-1%,7%,-4%,-20%,-2%,-4%,-8%
Cc1ccc(C)c(NC(=O)c2ccccn2)c1,-17%,0%,-6%,0%,1%,-3%,3%,-3%
O=C(O)CCCC(=O)NS(=O)(=O)c1ccc(Cl)cc1,-5%,-11%,·,0%,-1%,-2%,-2%,-3%
N#CC(c1ccc(Cl)cc1)c1ncc(C(F)(F)F)cc1Cl (stereo not given),-4%,-10%,40%[activator],6%,6%,-7%,-3%,-10%
CCc1ccc(N(CC(=O)Nc2ccc(OC)cc2OC)S(C)(=O)=O)cc1,-2%,5%,5%,8%,-5%,1%,1%,-4%
C=C1CCC(C)C(C)(CCC2=CCOC2=O)C/C=C\C=C/1C(=O)O (stereo not given),0%,-4%,·,·,14%,-1%,3%,3%
Cc1cccc(NC(=O)c2sc(Cl)nc2C)c1C,-4%,4%,36%[activator],8%,0%,-3%,-5%,-7%
CC(C)CC(=O)N/C(N)=N/c1nc2ccccc2s1,1%,-10%,·,3%,4%,-12%,-3%,-26%
CC1(C)C(=O)C2(CCCCC2)C(=O)OC1c1cccc([N+](=O)[O-])c1 (stereo not given),4%,-4%,6%,?,1%,-1%,-16%,-15%
COc1ccc(Nc2ccc(C(=O)O)cc2[N+](=O)[O-])cc1,-4%,7%,-1%,-1%,-11%,?,2%,-2%
CCOC(=O)c1cc2sc(C)cc2n1CC(=O)N(CC)CC,-20%,1%,7%,21%,-4%,2%,-3%,0%
Cc1ccc2c(c1)-c1nc(-c3ccccc3)cc(-c3ccccc3)c1CO2,2%,-15%,·,·,·,-1%,0%,-16%

# 5 entries picked at random from the list so far, as already listed:
SMILES,TRb-SRC2 inh,Tau FP inhib,L3MBTL1 block,ALDH1A1 block,GLA spleen mod,Tau ThT inhib,TR SRC2 fluor cs,Tau fluor counter
Cc1ccc2c(c1)-c1nc(-c3ccccc3)cc(-c3ccccc3)c1CO2,2%,-15%,·,·,·,-1%,0%,-16%
N#CC(c1ccc(Cl)cc1)c1ncc(C(F)(F)F)cc1Cl (stereo not given),-4%,-10%,40%[activator],6%,6%,-7%,-3%,-10%
CC1(C)C(=O)C2(CCCCC2)C(=O)OC1c1cccc([N+](=O)[O-])c1 (stereo not given),4%,-4%,6%,?,1%,-1%,-16%,-15%
CCc1ccc(N(CC(=O)Nc2ccc(OC)cc2OC)S(C)(=O)=O)cc1,-2%,5%,5%,8%,-5%,1%,1%,-4%
O=C1CC(c2ccccc2)CC(O)=C1C=NCC1CCCO1 (stereo not given),5%,-1%,7%,-4%,-20%,-2%,-4%,-8%
